GAA glycogen mod: alters human alpha-glucosidase cleavage of glycogen | Potency, µM (titrated, usually from 76.4 µM), without a hit: top-dose activity change, negative = inhibition, hits mostly inhibitors | P10253 | recombinant GAA, glycogen substrate, Amplex Red glucose oxidase fluorescence | 300,000 tested, 0.38% active; active means well fitted inhibition curve with a large enough effect; inconclusive means small, poorly fitted or top-dose-only effect, or another doubt; inactive means no such curve, though single readings can be large or run the other way;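 further: 0% = full enzyme reaction and -100% = no-enzyme basal signal; the screen sought inhibitors and activators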
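Recombinant enzyme (4 nM final) with compounds titrated up to 77 uM and bovine liver glycogen (30 ug) in citrate pH 5.0, 0.01% Tween-20, 37 C 40 min. Released glucose detected by Amplex Red/glucose oxidase (Ex 573/Em 610); AC50 from Hill fits.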
An asterisk follows results filed as active; ? = inconclusive; [ ] = another dose, or the depositor's remark. Potency means the concentration at half of the fitted maximal effect.

| GAA glycogen mod | mol |
| --- | --- |
| -9%[76.3 µM] | CC(=O)c1ccc(NC(=S)N2CCCC2)cc1 |
| 4% | O=C(CN(C(=O)CCC(=O)Nc1nccs1)c1ccc(F)cc1)NCc1ccc(F)cc1 |
| 1%[76.3 µM] | O=C(NC(=O)N1CCCCCC1)c1ccccc1 |
| -3%[76.3 µM] | Cc1ccccc1NC(=S)NC1CCCC1 |
| 8%[76.3 µM] | Cc1ccc2c(c1)C1CC(C)(O2)N(c2cccc(C(=O)NC3CCN(Cc4ccccc4)CC3)c2)C(=O)N1 (stereo not drawn) |
| -10%[76.3 µM] | Cc1ccc(CN2CCC(n3nccc3NC(=O)C3CCOC3)CC2)cc1C (stereo not drawn) |
| 3% | COc1ccc(CCC(=O)NCc2ccccc2Cl)cc1OC |
| 9% | COc1cccc(NC(=O)CN2C(=O)NC(C)(c3ccc(C)cc3)C2=O)c1 (stereo not drawn) |
| 4%[76.3 µM] | Cc1ccc(NC(=O)NCCCCc2ccccc2)cc1 |
| -3%[76.3 µM] | O=C(Cn1ccc2ccccc2c1=O)NCCC(=O)N1CCN(c2ccccc2)CC1 |
| 1% | CC(C)(C)OC(=O)N1CCC[C@H]1C(=O)Nc1ccc(Br)cc1 |
| 10%[76.3 µM] | CC(=O)Nc1ccc(NC(=O)c2ccc(COc3ccccc3)cc2)cc1 |
| 1%[76.3 µM] | CCOC(=O)c1c(S(=O)(=O)N2CCN(Cc3ccccc3)CC2)c(C)n(C)c1C |
| 1% | O=C(Nc1nccs1)c1ccc(COc2c(F)c(F)cc(F)c2F)cc1 |
| -12%[76.3 µM] | COc1cccc(CN2CCNC(=O)C2CC(=O)NCC(C)(C)N2CCOCC2)c1OC (stereo not drawn) |
| -1% | Cc1ccc(S(=O)(=O)NNC(=O)C2CCCCC2)cc1 |
| 6% | O=C(CCCNC(=O)c1ccc(Cl)cc1)NCc1ccccc1F |
| 2%[76.3 µM] | Nc1nonc1-n1nnc(C(=O)N/N=C/c2ccc(OCc3cccc(Cl)c3)cc2)c1CN1CCCCC1 |
| 15%[76.3 µM] | CCN1CCN(CCCNC(=O)CCC(=O)N2CCOc3ccccc32)CC1 |
| 20%[76.3 µM] | O=C(NCCN1CCOCC1)c1ccc(Cl)c(Cl)c1 |
| 4% | NS(=O)(=O)c1ccc(CCNC(=O)c2cc([N+](=O)[O-])ccc2N2CCCCC2)cc1 |
| -7%[76.3 µM] | O=C(COc1ccc(Cl)cc1)NNC(=O)c1ccccc1C(=O)O |
| -7% | CC(=O)C1=C(O)C(=O)N(c2ccccn2)C1c1ccccc1[N+](=O)[O-] (stereo not drawn) |
| 5% | Cc1cc(C)cc(NC(=O)Nc2ccc(NC(=O)c3ccccc3O)cc2)c1 |
| -7% | Cc1cc(C)cc(NC(=O)CCN2C(=O)c3ccccc3C2=O)c1 |
| -1% | O=C(NNC(=O)C1CCN(c2ncccn2)CC1)c1ccc(F)cc1 |
| -6%[76.3 µM] | CNC(=O)CSc1nnc(-c2ccco2)n1-c1ccccc1 |
| -29%[76.3 µM] | C#CCOc1ccc(/C=C2/C(=O)NN(c3ccccc3)C2=O)cc1OC |
| 3%[76.3 µM] | CC(C)(C)N(Cc1ccccc1)C(=O)COC(=O)CN1C(=O)NC2(CCCC2)C1=O |
| -1%[76.3 µM] | CCn1c(=O)c(C(=O)NCc2ccc(F)cc2)c(O)c2ccccc21 |

Three entries from above in another layout.
mol | GAA glycogen mod
C#CCOc1ccc(/C=C2/C(=O)NN(c3ccccc3)C2=O)cc1OC | -29%[76.3 µM]
CC(C)(C)N(Cc1ccccc1)C(=O)COC(=O)CN1C(=O)NC2(CCCC2)C1=O | 3%[76.3 µM]
CCn1c(=O)c(C(=O)NCc2ccc(F)cc2)c(O)c2ccccc21 | -1%[76.3 µM]

Other records:
| GAA glycogen mod | mol |
| --- | --- |
| 1%[76.3 µM] | Cc1ccc(N(CC(=O)N2CCCC2)S(C)(=O)=O)c(C)c1 |
| -1%[76.3 µM] | O=S(=O)(Nc1cccc(-n2cnnn2)c1)c1ccccc1F |
| 4% | O=C(O)c1ccc(Cl)c(S(=O)(=O)Nc2ccccc2Cc2ccccc2)c1 |
| 1% | CCOC(=O)c1c(C)c2c(=O)[nH]cnc2n1-c1ccccc1 |
| -8%[76.3 µM] | COCc1ccc(C(=O)NC2CC(C)(C)Cc3c2cnn3-c2ccc(OC)cc2)o1 (stereo not drawn) |
| -6%[76.3 µM] | COC(=O)C1=CN(c2ccc(F)cc2)C=C(C(=O)OC)C1c1ccc([N+](=O)[O-])cc1 |
| 3% | CC(C)C(=O)Nc1c(-c2cccc(Cl)c2)c(=O)c2ccccc2n1C |
| 7% | COc1ccc(N(C(=O)c2ccco2)C(C(=O)NC2CCCC2)c2ccccc2)cc1 (stereo not drawn) |
| 3% | CCOc1c([N+](=O)[O-])cc2c(C)c(C(=O)N3CCN(C)CC3)oc2c1OCC |
| 0% | CCCC(=O)N(c1ccc2oc(C)c(C(C)=O)c2c1)S(=O)(=O)c1ccc(C(=O)O)cc1 |
| 1% | CC(O)(CS(=O)(=O)Cc1ccccc1)c1ccc(Cl)cc1 (stereo not drawn) |
| -3%[76.3 µM] | COc1ccc(CNCc2cccc3ccccc23)cc1 |
| 22µM* | COc1ccc(Br)cc1CNc1ccc(N2CCOCC2)cc1 |
| 0%[76.3 µM] | O=C(CCc1nnc2ccc(NCc3ccccc3)nn12)NC1CCCC1 |
| 4% | O=C(Nc1ccc2c(c1)OCO2)C1CC(=O)N(c2ccccc2)C1 (stereo not drawn) |
| 2%[76.3 µM] | COc1ccc2c(C)c(CC(=O)N3CCN(C(=O)C4COc5ccccc5O4)CC3)c(=O)oc2c1C (stereo not drawn) |
| -13%[76.3 µM] | COc1ccccc1-c1coc2c(CN(C)C)c(O)ccc2c1=O |
| -14% | COc1cc2c(cc1OC)C(C)N(C(=O)Nc1cc(C)cc(C)c1)CC2 (stereo not drawn) |
| -1%[76.3 µM] | CC12CCC(=O)N1C(C(=O)Nc1nc3c(F)cc(F)cc3s1)CS2 (stereo not drawn) |
| 16%[76.3 µM] | COC(=O)c1cc(S(=O)(=O)N2CCCCCC2)c[nH]1 |
| -9%[76.3 µM] | Cc1ccc(C2=NS(=O)(=O)N(C)C(C(=O)NC(C)c3ccccc3)=C2)cc1 (stereo not drawn) |
| -2%[76.3 µM] | O=C(COc1ccc(Cl)cc1)Nc1ccccc1C(=O)NCc1cccnc1 |
| 3% | CC(C)(C)NC(=O)c1ccc(COc2ccc(Cl)cc2Cl)o1 |
| -6%[76.3 µM] | Cc1cccc(NS(=O)(=O)Cc2ccccc2)c1C |
| -2%[76.3 µM] | CNc1nc(NCc2ccccc2)nc(N)c1[N+](=O)[O-] |
| ? | C/C(=N\Nc1cc(N2CCOCC2)ncn1)c1ccc(O)cc1 |
| -10%[76.3 µM] | Cc1cc(Cl)ccc1NC(=S)N1CCN(C(=O)c2ccco2)CC1 |
| 4%[76.3 µM] | CCCCn1c(N)c(N(CCOC)C(=O)CSCc2c(C)noc2C)c(=O)[nH]c1=O |
| ? | CC(=O)Nc1ccc(S(=O)(=O)NNC(=O)c2ccc([N+](=O)[O-])cc2)cc1 |
| -3%[76.3 µM] | O=C(NCc1cccs1)C1CCCN(C(=O)Nc2ccccc2)C1 (stereo not drawn) |
| -7%[76.3 µM] | Cc1cccc(NC(=O)CSc2nnc([C@H](C)NC(=O)OC(C)(C)C)o2)c1C |
| -1% | Cc1cc(C)c(NC(=O)c2cccs2)c(C)c1NC(=O)c1cccs1 |
| -4%[76.3 µM] | CCN(c1ccc(OC)cc1)S(=O)(=O)c1nnc(NC(=O)COc2ccccc2)s1 |
| -4%[76.3 µM] | Cn1nccc1C(=O)OCC(=O)Nc1ccc(S(N)(=O)=O)cc1 |
| 6%[76.3 µM] | CN(C(=O)c1ccccc1Cl)c1ccccc1C(=O)NCc1ccccc1 |
| -3%[76.3 µM] | O=C(Nc1ccc2c(c1)OCO2)c1cc(-c2ccccc2Cl)on1 |
| 16%[76.3 µM] | CN(C)CCCn1c(SCc2ccc(Cl)cc2)nnc1-c1ccncc1 |
| -10% | O=C(Nc1ccc(S(=O)(=O)Nc2cnc3ccccc3n2)cc1)c1ccccc1Br |
| -4%[76.3 µM] | CC1CN(C(=O)/C=C/c2ccccc2Cl)CC(C)O1 (stereo not drawn) |
| 20%[76.3 µM] | CC(=O)Nc1ccc(NC(=O)COc2cc(O)c3c(c2)OC(C)(C)CC3=O)cc1 |
| 2%[76.3 µM] | Cc1sc2ncn(CC(=O)NCC(=O)N3CCN(c4ccccc4F)CC3)c(=O)c2c1C |
| -2%[76.3 µM] | COc1ccc(CN2CCNC(=O)C2CC(=O)NC2CCCCC2)c(OC)c1 (stereo not drawn) |
| -2%[76.3 µM] | COc1ccc(-c2cc(C(=O)N/N=C(\C)c3cccnc3)c3cc(C)ccc3n2)cc1OC |
| 4%[76.3 µM] | O=C(NCc1cc(C(F)(F)F)ccc1F)C1CCC(=O)N(C2CC2)C1 (stereo not drawn) |
| 3% | COc1ccc(N(C(=O)c2snc(C(N)=O)c2N)C(C(=O)NCC2CCCO2)c2ccc3ncccc3c2)cc1OC (stereo not drawn) |
| 3% | CCCN(CC(=O)Nc1ccccc1OC)C(=O)c1ccc(=O)[nH]c1 |
| 0% | CCC(=O)c1ccc(OCC(O)CNCCc2ccc(Cl)cc2)cc1 (stereo not drawn) |
| -10%[76.3 µM] | Cn1c(-c2ccccc2)cnc1NCc1cccc([N+](=O)[O-])c1 |
| -6%[76.3 µM] | Cc1cccc(/C=C2\Sc3ccc(C(=O)N4CCOCC4)cc3N(C)C2=O)c1 |
| 10% | O=C(Nc1ccc(NC(=O)C2CC2)cc1)c1ccco1 |
| -13%[76.3 µM] | CCNS(=O)(=O)c1ccc(NC(=S)N2CCc3ccccc32)cc1 |
| -1% | Cc1ccc2[nH]c(=O)c3cc(C(=O)NCCC(C)C)sc3c2c1 |
| 0%[76.3 µM] | CCOc1ccc(NC(=O)CC2C(=O)N(c3ccc(OC)c(Cl)c3)C(=S)N2C2CC2)cc1 (stereo not drawn) |
| -5%[76.3 µM] | O=C(c1ccc(NS(=O)(=O)c2cccc(C(F)(F)F)c2)cc1)N1CCCC1 |
| -9%[76.3 µM] | CSCc1ccc(C(=O)N2CCCC(Nc3ccc(F)cc3)C2)o1 (stereo not drawn) |
| -7%[76.3 µM] | COc1ccc(NC(=O)CCN2CCN(S(=O)(=O)c3ccc(Br)cc3)CC2)cc1 |
| 1%[76.3 µM] | CCNS(=O)(=O)c1ccc(CCC(=O)NCc2cccnc2)cc1 |
| -8%[76.3 µM] | COc1ccc(S(=O)(=O)CCC(=O)N2CCN(c3cccc(Cl)c3)CC2)cc1 |
| -9%[76.3 µM] | Cc1cc2oc(C(=O)N3CCN(CCc4ccccn4)CC3)c(C)c2cc1C |
| -19%[76.3 µM] | CCOC(CNC(=O)C1CCN(S(=O)(=O)c2ccc3nc4c(c(C(=O)O)c3c2)CCCCC4)CC1)OCC |

GAA glycogen mod, hit marks shown above
| GAA glycogen mod | mol |
| --- | --- |
| 22µM* | COc1ccc(Br)cc1CNc1ccc(N2CCOCC2)cc1 |

Further results.
| GAA glycogen mod | mol |
| --- | --- |
| 7% | CCN(CC)P(=O)(Nc1ccc(Br)cc1)c1c(C)nn(CCC#N)c1NC(=O)c1ccc(Cl)cc1 (stereo not drawn) |
| -7%[76.3 µM] | Cc1[nH]c(C)c(S(=O)(=O)N2CCN(c3cccc(C(F)(F)F)c3)CC2)c1C(=O)N1CCCC1 |
| -15%[76.3 µM] | Cc1ccc(OCc2n[nH]c(=S)n2-c2ccc(Cl)cc2)cc1 |
| -7% | COc1ccc2[nH]c(C(=O)N3CCC(Cc4ccccc4)CC3)cc2c1 |
| 2% | CN1CCN(CCCNC(=O)Nc2ccc([N+](=O)[O-])cc2)CC1 |
| -8%[76.3 µM] | CC(=O)Nc1ccc(C(=O)NC(C)c2ccc(-n3ccnc3)cc2)cc1 (stereo not drawn) |
| -9%[76.3 µM] | O=C1CCCN1CCCNS(=O)(=O)c1ccc(F)c(F)c1 |
| -15% | Cc1ccc(NC(=O)CCC(=O)c2ccc(Br)cc2)cc1 |
| 0% | Cc1ccc(S(=O)(=O)NC(=NC2CCCCC2)c2ccccc2)cc1 |
| 2% | CCOC(=O)Nc1ccc2c(c1)nc1n2CCN(CCOC)C1 |
| -8% | CC(C(=O)N(C)c1ccccc1)N1CCN(C(=O)c2ccccc2)CC1 (stereo not drawn) |
| 1% | CCOC(=O)N1CCN(Cc2nc3ccc([N+](=O)[O-])cc3c(=O)n2-c2ccccc2F)CC1 |
| 5% | Cc1ccc2c(c1)N(CC(=O)N1CCCCCC1)C(=O)C(C)O2 (stereo not drawn) |
| 5% | COc1ccc(CSc2nnnn2-c2ccc(C(=O)O)cc2)cc1 |
| -11%[76.3 µM] | Cc1cc2oc(C(=O)Nc3nonc3C)c(C)c2cc1Cl |
| 9% | C[C@H](NC(=O)c1ccccc1Cl)C(=O)NCCc1ccc(S(N)(=O)=O)cc1 |
| -4% | CCN1C(=O)c2ccccc2S(=O)(=O)c2ccc(C(=O)NCCCN(CC(C)C)CC(C)C)cc21 |

Ordered by value in GAA glycogen mod (smallest number first): some entries from above
| GAA glycogen mod | mol |
| --- | --- |
| -15% | Cc1ccc(NC(=O)CCC(=O)c2ccc(Br)cc2)cc1 |
| -7% | COc1ccc2[nH]c(C(=O)N3CCC(Cc4ccccc4)CC3)cc2c1 |
| 1% | CCOC(=O)N1CCN(Cc2nc3ccc([N+](=O)[O-])cc3c(=O)n2-c2ccccc2F)CC1 |
| 2% | CCOC(=O)Nc1ccc2c(c1)nc1n2CCN(CCOC)C1 |
| 5% | Cc1ccc2c(c1)N(CC(=O)N1CCCCCC1)C(=O)C(C)O2 (stereo not drawn) |
| 7% | CCN(CC)P(=O)(Nc1ccc(Br)cc1)c1c(C)nn(CCC#N)c1NC(=O)c1ccc(Cl)cc1 (stereo not drawn) |
| 9% | C[C@H](NC(=O)c1ccccc1Cl)C(=O)NCCc1ccc(S(N)(=O)=O)cc1 |

Bioassay records deposited in PubChem by National Center for Advancing Translational Sciences (NCATS).

This is a subset; rates above refer to the full screens.
